UbGFP stabilizer = inhibits proteasome, raising ubiquitin-GFP reporter fluorescence; Ubiquitin-GFP reporter cells, proteasome inhibition, GFP fluorescence; response scale: untreated = 0%, 10 µM MG-132 = 100%; Potency, µM (titrated, usually from 45.9 µM), without a hit: at the top dose activation (GFP accumulation), usual class: activators; 67,000 tested, under 10 active; AID 526; active = well fitted activation curve with a large enough effect, not every such curve was filed as active; inconclusive = small, poorly fitted or top-dose-only effect, or another doubt; inactive = no such curve, though single readings can be large or run the other way; note: potency is the fitted concentration of half-maximal effect
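Proteasome blockade was scored as a rise in GFP-expressing U2OS cells carrying a ubiquitin(G76V)-GFP construct, imaged after 4 hr compound treatment at 37 °C across a 46 uM–2.9 nM series.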
BRCT PPI red = inhibitors of human BRCA1 BRCT-phosphoprotein interaction (red fluorophore) | P38398 | BRCT-phosphopeptide binding, red fluorescence polarization | Potency, µM (series often up to 76.9 µM), inactives show at the highest dose activity change, negative = inhibition, actives largely listed as inhibitors | 0.03% of 75,000 active; note: % is set by controls: 0 for no effect and ±100 for the full control effect
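Rhodamine-labelled pBACH1 10-mer (100 nM) bound to BRCT domain (100 nM) at pH 7.3; compounds incubated 12 min room temperature, polarization read. Free peptide defines full inhibition; unlabelled decapeptide titrated as control.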
4MU fluor = compounds fluorescent in 4-MU spectral region; max dye-equivalent concentration, M; compound autofluorescence, 340/450 nm, 4-MU equivalents; hits give high values; 11% of 59,000 active; AID 589; in the data active = max dye-equivalent concentration above about 10 nM; inconclusive = mostly about 1.1 nM to 9.6 nM
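Intrinsic fluorescence at 340/450 nm (ex/em) was read after 15 min at room temperature in pH 8.0, 100 mM Tris. Each compound concentration expressed as 4-MU-equivalent concentration from a six-point 4-MU standard series on each plate.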
Caspase-7 inhib = allosteric or competitive inhibitors of human caspase-7 | recombinant caspase-7, Ac-DEVD-AFC fluorescence rate | Potency, µM (titrated, usually from 57.5 µM), for the others: top-dose activity change, negative = inhibition, actives largely listed as inhibitors | 0.02% of 75,000 active | AID 889; active = well fitted inhibition curve with a large enough effect in the main read-out, with a control signal flat, not every such curve was filed as active; inconclusive = small, poorly fitted or top-dose-only effect, or a change in a side signal; note: potency is the fitted concentration of half-maximal effect; % of control where 0% means no effect
HEK293 cAMP cs = counter-screen for TSHR agonists: cAMP increase in parental HEK293; Potency, µM (titrated, usually from 57.1 µM), without a hit: at the highest dose activation, hits mostly activators; AID 938; parental HEK293 CNG cAMP sensor, membrane potential fluorescence; 2.5% of 73,000 active; note: potency is the fitted concentration of half-maximal effect; % of control where 0% means no effect; nearly all actives have a fitted effect of over 55% in size
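Counterscreen for endogenous-receptor signalling: CNG-channel HEK 293 cells report cAMP rise by membrane depolarization. After 60 min dye equilibration with 100 uM RO 20-1724, compounds incubated 30 min before bottom-read fluorescence at 590 nm.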
Epigenetic mod = epigenetic modulators derepressing GFP locus in mouse cells; 0.09% of 68,000 active; Potency, µM (top dose mostly 46.1 µM), for inactives: at the top dose GFP derepression (activation); AID 597; mouse C127i GFP locus derepression, cytometry, 30 h; note: % of control where 0% means no effect
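Locus derepression in mouse mammary C127i cells whose integrated CMV-GFP reporter is normally silent; GFP expression after 30 h compound treatment was quantified by counting fluorescent cells.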
Casp1 inh = allosteric or competitive inhibitors of human caspase-1 | AID 900 | Caspase-1 enzyme, Ac-WEHD-AFC fluorogenic rate | P29466 | 0.03% of 75,000 active | Potency, µM (series often up to 57.5 µM), for inactives: top-dose activity change, negative = inhibition, actives largely listed as inhibitors;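 note: potency is the fitted concentration of half-maximal effect; plate controls were vehicle for no effect and no substrate for full effect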
Target sequence (P29466 120-297 limits assumed): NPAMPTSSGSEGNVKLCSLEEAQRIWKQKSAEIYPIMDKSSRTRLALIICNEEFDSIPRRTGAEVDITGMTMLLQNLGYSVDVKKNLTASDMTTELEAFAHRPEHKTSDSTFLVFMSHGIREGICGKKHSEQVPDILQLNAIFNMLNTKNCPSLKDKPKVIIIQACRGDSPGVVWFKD
Target sequence (P29466 317-404 limits assumed): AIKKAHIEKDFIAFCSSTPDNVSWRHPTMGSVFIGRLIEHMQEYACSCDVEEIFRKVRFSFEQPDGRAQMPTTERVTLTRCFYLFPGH
USP2a inh = blocks human ubiquitin-specific protease USP2a | USP2a enzymatic assay, qHTS inhibition | 0.1% of 60,000 active | Potency, µM (doses to about 38.3 µM), without a hit: top-dose activity change, negative = inhibition, most hits filed as inhibitors;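 note: potency is the fitted concentration of half-maximal effect; nearly all actives have a fitted effect of over 60% in size; plate controls were DMSO for no effect and NEM full inhibition control for full effect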
Target sequence (O75604 whole entry, looked up): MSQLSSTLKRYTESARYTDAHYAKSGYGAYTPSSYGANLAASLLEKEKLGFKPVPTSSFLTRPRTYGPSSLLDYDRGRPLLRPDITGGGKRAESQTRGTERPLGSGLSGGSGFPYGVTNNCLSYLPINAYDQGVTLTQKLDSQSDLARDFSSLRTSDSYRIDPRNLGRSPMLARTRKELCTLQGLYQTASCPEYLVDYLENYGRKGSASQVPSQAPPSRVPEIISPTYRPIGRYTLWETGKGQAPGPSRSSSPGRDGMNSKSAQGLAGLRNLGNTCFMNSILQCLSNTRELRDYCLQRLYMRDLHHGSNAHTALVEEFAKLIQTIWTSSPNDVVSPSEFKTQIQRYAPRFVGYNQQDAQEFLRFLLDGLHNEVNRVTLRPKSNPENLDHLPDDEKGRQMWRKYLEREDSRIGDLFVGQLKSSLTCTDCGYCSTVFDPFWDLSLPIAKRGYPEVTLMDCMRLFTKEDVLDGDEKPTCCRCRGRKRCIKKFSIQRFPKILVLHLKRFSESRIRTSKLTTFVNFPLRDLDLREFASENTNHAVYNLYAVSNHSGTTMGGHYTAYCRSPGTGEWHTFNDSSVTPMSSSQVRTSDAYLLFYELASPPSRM
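Inhibition is measured in a cell-free coupled assay with 20 nM USP2 core, 20 nM Ub-PLA2 and 20 uM NBD C6-HPC, 2.5 h incubation. Activity normalized to NEM control.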
BRCT PPI green = blocks human BRCA1 BRCT binding to phosphopeptide, green readout; P38398; BRCA1 BRCT-phosphopeptide binding, green fluorescence polarization; Potency, µM (highest dose often 76.9 µM), inactives show at the top dose activity change, negative = inhibition, actives largely listed as inhibitors; 0.05% of 75,000 active; AID 875;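 note: potency is the fitted concentration of half-maximal effect; plate controls were peptide without protein for full effect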
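Fluorescence polarization: His-tagged BRCT (~35 kDa BRCA1 C-terminus, 250 nM) bound to 100 nM fluorescein-labeled phosphorylated 10-aa BACH1 peptide, pH 7.3 phosphate buffer with DTT and Tween 20. Compounds incubated 12 min at room temperature; inhibition read as lowered polarization.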
A350 autofl = A350 region autofluorescence | max dye-equivalent concentration, M | AID 590 | Compound autofluorescence, 340/450 nm, Alexa 350 dye-equivalents; hits give high values | 11% of 59,000 active; in the data active = max dye-equivalent concentration above about 10 nM; inconclusive = mostly about 1.1 nM to 9.6 nM
Fluorescein autfl = fluorescein region autofluorescence | Compound autofluorescence, 480/540 nm, fluorescein-equivalent; hits give high values | max fluorescein-equivalent concentration, M | 0.91% of 59,000 active; in the data active = max fluorescein-equivalent concentration above about 10 nM; inconclusive = between about 1.1 nM and that limit
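Autofluorescence profiling; 100 mM Tris, pH 8.0; incubation 15 min at RT; ex/em 480/540 nm; result as fluorescein-equivalent concentration.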
* marks the source's active call; other numbers are inactive results; i = inactive; ? = inconclusive; / = no result given; [ ] = dose if it differs, or a comment. Unless noted, calls come from the whole dose curve; as a rule, active = well fitted curve in the direction sought with a large enough effect; inconclusive = small, poorly fitted or top-dose-only effect, or another doubt; inactive = no such curve, though single readings can be large; an effect the other way counts as inactive or inconclusive. A portion of the library; rates above refer to the full screens.

Every second line gives: UbGFP stabilizer	BRCT PPI red	4MU fluor	Caspase-7 inhib	HEK293 cAMP cs	Epigenetic mod	Casp1 inh	USP2a inh	BRCT PPI green	A350 autofl	Fluorescein autfl
- CC1CCN(CCCNC(=O)c2cn(C)c3ccc(S(=O)(=O)N4CCCC4)cc3c2=O)CC1
 : 6.2%	-0.6%	i	0.3%	9.7%	0.0%	1.4%	6.4%	3.6%	i	i
- CC(=O)Nc1ccc(Cc2ccc3[nH]c(=O)cc(C)c3c2)cc1
 : -1.3%[9.17 µM]	0.1%[15.4 µM]	i	1.5%[11.5 µM]	1.3%[11.4 µM]	4.6%[9.22 µM]	-1.0%[11.5 µM]	/	0.4%[15.4 µM]	i	?
- O=C(c1cccs1)N1CCOCC1
 : -2.0%	-0.9%	i	0.6%	-3.8%	-1.1%	-1.0%	0.2%	-0.1%	i	i
- O=C(NCc1cccc(Cl)c1)c1cnccn1
 : -4.6%	-1.7%	i	-4.1%	-1.7%	1.3%	-3.3%	24.0%	-1.9%	?	?
- O[C@@H]1[C@@H]2c3cc4c(cc3CN3CCC(=C[C@@H]1O)[C@H]23)OCO4
 : 7.6%[20.5 µM]	0.0%[34.4 µM]	1.07e-07M*	-1.6%[25.7 µM]	-1.3%[25.6 µM]	1.0%[20.6 µM]	-4.0%[25.7 µM]	-23.0%[17.1 µM]	0.2%[34.4 µM]	9.94e-08M*	?
- COCCn1nnnc1C(c1ccc(C)cc1)N1CCN(Cc2ccc3c(c2)OCO3)CC1 (stereo not drawn)
 : -0.9%	-0.8%	i	1.2%	24.4%	-1.1%	-1.6%	/	-1.8%	i	i
- Cc1nc(N)[nH]c(=O)c1CCC(=O)OCC(C)C
 : 2.3%	0.5%	i	0.3%	-1.4%	-1.2%	-0.4%	-5.3%	1.7%	?	i
- CC(C)N1CC(C(=O)Nc2ccc(Br)c(Cl)c2)CC1=O (stereo not drawn)
 : -7.6%	0.0%	i	-1.7%	8.5%	0.0%	-0.7%	6.0%	0.1%	i	i
- O=C(Cn1cnc2ccccc2c1=O)NC1CCCc2ccccc21 (stereo not drawn)
 : 17.3%	-0.2%	i	-0.2%	?	2.3%	0.2%	12.7%	2.9%	i	?
- COc1ccc(S(=O)(=O)N2CCN(C(=O)c3cccs3)CC2)cc1
 : 4.6%	-2.1%	/	-0.2%	14.7%	5.0%	0.6%	13.0%	1.3%	/	/
- Cc1cccn2c(=O)c3cc(C(=O)N4CCc5ccccc54)n(C)c3nc12
 : 20.8%	-0.3%	1.09e-07M*	-9.4%	5.9%	1.0%	-9.5%	6.8%	-0.7%	1.07e-07M*	i
- COc1cc2[nH]c(=O)c(C(=O)NCCCN3CCCCC3)c(O)c2cc1OC
 : 6.3%	1.6%	9.83e-08M*	0.2%	8.4%	2.3%	-2.9%	/	2.2%	9.43e-08M*	?
- CCCCn1c(SCc2ncc(-c3ccccc3)o2)nc2cc(S(N)(=O)=O)ccc21
 : -5.2%	0.0%	i	-15.1%	?	0.0%	-9.2%	76.4%[activator]	9.1%	?	i
- COc1ccc(CN2CC(C(=O)NCCN3CCN(c4ccccc4F)CC3)CC2=O)cc1 (stereo not drawn)
 : 0.9%	-2.4%	i	-1.9%	11.9%	4.7%	-2.5%	10.4%	-1.4%	i	i
- COc1ccc(-n2c(Cc3cccn3C)nnc2SCC(=O)N2CCCc3ccccc32)cc1
 : -8.4%	-0.4%	i	-8.2%	24.2%	1.8%	-3.2%	43.7%[activator]	4.2%	i	i
- COc1ccc(C(=O)NCC23C=CC(O2)C2C(=O)N(Cc4ccccc4)C(=O)C23)cc1 (stereo not drawn)
 : -7.6%	-1.3%	/	-0.5%	8.3%	0.9%	-2.7%	13.4%	-1.0%	/	/
- CCc1c(C(=O)Nc2ncn(Cc3cccc(C)c3)n2)csc1C
 : 12.9%	-2.4%	i	0.5%	3.3%	1.6%	0.3%	11.6%	-0.9%	i	i
- CCOC(=O)CSC1=Nc2ccccc2C2=NC(CC(=O)NCc3cccs3)C(=O)N12 (stereo not drawn)
 : -13.3%	0.8%	3.13e-08M*	-2.2%	7.9%	1.4%	-4.6%	6.0%	2.3%	2.82e-08M*	i
- CC(NC(=O)c1cccs1)C(c1cccs1)N1CCN(c2ccccc2)CC1 (stereo not drawn)
 : -12.4%	0.2%	i	-3.8%	7.8%	-1.2%	-1.0%	32.6%[activator]	0.0%	i	?
- CC(C)C(=O)NC(C)C(c1cccs1)N1CCOCC1 (stereo not drawn)
 : /	-0.1%	i	0.5%	4.3%	-2.1%	0.1%	4.0%	0.1%	i	?
- Cc1ccccc1C1CC(c2ccccc2OC(F)F)Nc2ncnn21 (stereo not drawn)
 : 2.4%	-1.7%	i	-1.1%	13.3%	1.1%	-2.9%	4.7%	1.1%	i	i
- COc1ccc(CNC(=O)C2CCN(S(=O)(=O)c3cccc4cccnc34)CC2)cc1
 : 0.3%	-1.1%	/	-1.8%	1.1%	-2.3%	1.0%	/	0.4%	/	/
- CCOC(=O)c1nn(-c2cc(C(=O)OC)cc(C(=O)OC)c2)cc1O
 : 0.7%	-1.2%	i	-1.8%	-8.5%	-1.3%	3.9%	3.0%	-1.9%	i	?
- NC(=O)CSc1nnc(C2CC2)n1Cc1ccccc1
 : -3.4%	-4.2%	i	5.1%	-1.1%	1.2%	1.4%	-3.8%	-0.8%	i	?
- O=C(Cn1cnc2ccccc2c1=O)Nc1ccc(-c2nnc3n2CCCCC3)cc1
 : 0.0%	-1.1%	?	-0.6%	-4.0%	1.6%	1.1%	34.0%[activator]	1.4%	?	?
- O=C(C(c1ccccc1)c1ccccc1)N1CCN(CC(O)COc2ccccc2)CC1 (stereo not drawn)
 : -4.0%	0.3%	i	2.2%	26.0%	-2.3%	-2.0%	/	-1.6%	i	i
- COC(=O)[C@@]1(C)CCC[C@@]2(C)c3ccc(O)c(C(C)C)c3CCC21 (stereo partly drawn)
 : /	-0.5%	/	-4.9%	/	/	-4.4%	?	-2.8%[3.08 µM]	/	/
- Cc1cc(NC(=O)Cn2nnc3sc4c(c3c2=O)CCC(C(C)(C)C)C4)no1 (stereo not drawn)
 : -4.0%	1.5%	?	-6.6%	8.2%	0.0%	-10.1%	36.7%[activator]	1.2%	?	i
- COc1cc2[nH]c(=S)n(CC3CCCO3)c(=O)c2cc1OC (stereo not drawn)
 : -7.5%	-0.6%	i	0.7%	1.3%	-2.7%	-0.3%	10.3%	-0.3%	i	i
- CN1CCc2c(sc3c2c(=O)n(-c2ccc(Cl)cc2)c2nncn32)C1
 : /	1.4%	/	-9.1%	0.5%	/	-8.2%	/	0.0%	/	/

Full records, looked up by structure. Values in the order: UbGFP stabilizer	BRCT PPI red	4MU fluor	Caspase-7 inhib	HEK293 cAMP cs	Epigenetic mod	Casp1 inh	USP2a inh	BRCT PPI green	A350 autofl	Fluorescein autfl
O=C(C(c1ccccc1)c1ccccc1)N1CCN(CC(O)COc2ccccc2)CC1 (stereo not drawn) in the list: -4.0%	0.3%	i	2.2%	26.0%	-2.3%	-2.0%	/	-1.6%	i	i
COC(=O)[C@@]1(C)CCC[C@@]2(C)c3ccc(O)c(C(C)C)c3CCC21 (stereo partly drawn) in the list: /	-0.5%	/	-4.9%	/	/	-4.4%	?	-2.8%[3.08 µM]	/	/

More compounds.
Every second line gives: UbGFP stabilizer	BRCT PPI red	4MU fluor	Caspase-7 inhib	HEK293 cAMP cs	Epigenetic mod	Casp1 inh	USP2a inh	BRCT PPI green	A350 autofl	Fluorescein autfl
- O=C(NC1=NCCS1)c1ccc(-c2ccc(Cl)cc2)o1
 : 8.8%	-3.1%	4.39e-07M*	0.0%	3.1%	-1.2%	1.8%	17.0%	-0.3%	4.64e-07M*	i
- Oc1ccc(-c2nc3ncccn3c2Nc2ccc3c(c2)OCO3)cc1
 : -8.3%	-1.6%	i	-9.8%	-14.1%[2.29 µM]	-4.3%	-6.4%	25.1%	-3.3%	i	i
- Cc1cc(C)cc(N(C(=O)Cn2nnc3ccccc32)C(C(=O)NCc2ccco2)c2ccncc2)c1 (stereo not drawn)
 : -3.9%	-0.1%	i	-2.6%	7.1%	0.0%	-0.7%	0.3%	-1.3%	i	i
- CCOc1ccc(OCC)c(NC(=O)C2CCN(S(=O)(=O)c3cnc[nH]3)CC2)c1
 : -4.8%	-0.6%	i	0.6%	-1.6%	1.2%	2.2%	11.5%	-2.8%	i	i
- Cc1onc(-c2ccccc2)c1C(=O)NCc1ccc2c(c1)OCO2
 : 8.6%	-0.3%	/	-3.8%	10.0%	-2.3%	0.8%	/	-2.4%	/	/
- CCSc1nnc(NC(=O)c2cccnc2)s1
 : -7.0%	0.0%	i	0.3%	-18.1%	-2.9%	0.3%	1.3%	0.0%	i	i
- CN(C)S(=O)(=O)N1CCC(c2ccc(F)cc2)C(COc2ccc3c(c2)OCO3)C1 (stereo not drawn)
 : 4.6%	1.9%	i	-1.7%	19.7%	0.0%	0.1%	8.6%	8.9%	i	i
- CC(C)c1ccc(NC(=O)N2CCC(c3nc4ccccc4o3)CC2)cc1
 : 3.2%	0.1%	i	-4.8%	22.2%	2.5%	0.3%	7.6%	1.3%	i	?
- C=CCn1c(SCC(=O)NCC(=O)OCC)nnc1-c1cccc(OC)c1
 : -4.3%	0.2%	i	-1.3%	4.4%	0.0%	1.1%	0.7%	-2.7%	i	i

Screening data as filed in PubChem BioAssay.
